High-throughput results: PubChem, National Center for Advancing Translational Sciences (NCATS)
12-LOX inh: Primary qHTS assay for inhibitors of human arachidonate 12S-lipoxygenase (ALOX12): Round 2 | 580,000 compounds, 1.1% hits | Potency, µM (doses to about 108 µM), without a hit: at the highest dose activity change, negative = inhibition, usual class: inhibitors | purified 12hLO, xylenol orange hydroperoxide absorbance | Polyunsaturated fatty acid lipoxygenase ALOX12 (Homo sapiens), P18054; active means well fitted inhibition curve with a large enough effect; inconclusive means small, poorly fitted or top-dose-only effect, or another doubt; inactive means no such curve, though single readings can be large or run the other way
Target sequence (P18054 whole entry, looked up): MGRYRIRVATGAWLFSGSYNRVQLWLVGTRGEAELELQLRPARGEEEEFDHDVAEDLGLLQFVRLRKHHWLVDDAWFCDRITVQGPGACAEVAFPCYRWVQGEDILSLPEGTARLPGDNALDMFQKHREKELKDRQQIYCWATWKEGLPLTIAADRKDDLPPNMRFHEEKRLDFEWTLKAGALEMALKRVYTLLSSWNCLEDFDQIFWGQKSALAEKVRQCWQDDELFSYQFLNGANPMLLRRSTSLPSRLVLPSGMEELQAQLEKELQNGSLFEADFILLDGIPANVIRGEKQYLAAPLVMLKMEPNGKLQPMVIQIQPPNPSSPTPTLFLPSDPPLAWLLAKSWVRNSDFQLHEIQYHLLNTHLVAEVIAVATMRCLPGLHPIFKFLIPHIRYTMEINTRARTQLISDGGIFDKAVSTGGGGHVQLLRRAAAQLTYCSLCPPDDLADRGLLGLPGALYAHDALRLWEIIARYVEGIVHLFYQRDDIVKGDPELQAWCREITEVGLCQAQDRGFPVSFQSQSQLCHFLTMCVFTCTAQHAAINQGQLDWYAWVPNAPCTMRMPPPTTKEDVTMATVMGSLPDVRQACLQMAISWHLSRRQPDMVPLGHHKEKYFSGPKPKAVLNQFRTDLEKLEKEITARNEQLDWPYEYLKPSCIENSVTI
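Hydroperoxide product was detected by ferrous iron/xylenol orange as the 573 to 405 nm absorbance ratio. Arachidonic acid at 40 uM (final) was turned over for 30 min at room temperature by 150 nM human 12hLO, pH 7.0 Hepes buffer, after 15 min compound preincubation.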
The depositor's hits bear a star; ? = inconclusive; [ ] = another dose, or the depositor's remark. On the % scale 0 is the no-effect control and ±100 the full control effect; potency means the concentration at half of the fitted maximal effect. Some of the compounds tested; rates above refer to the full screens.

12-LOX inh	Structure
-27.9%[176 µM]	O=C(O)c1ccc(CN2CC(COc3ccccc3)C3(C2)CN(c2ccccc2)C3)cc1 (stereo not drawn)
?	Cn1cc(-c2cc(=O)c3ccnc(-c4cccc5[nH]ccc45)c3o2)cn1
-5.8%	COC(=O)[C@@]12C[C@@H](CC(=O)N3CCC(c4ccccc4)CC3)C(=O)N(CCc3ccc(OC)c(OC)c3)C1=CCC(C)(C)C2
-0.7%[6.33 µM]	O=C(O)C1CCc2nnc(C3CCCN(C(=O)c4ccc(C(F)(F)F)cc4)C3)n21 (stereo not drawn)
25.1%	Cn1cnc(S(=O)(=O)N2CCCC(C(=O)NC3CCCC3)CCNC(=O)CC2)c1 (stereo not drawn)
-6.1%	CC(C)(C)c1ccc(C(=O)Nc2ccccc2F)cc1
15.7%	Cc1ccc(CNC(=O)Cn2c(N3CCC(C)CC3)nc(C)cc2=O)cc1
33.1%	COc1ccc(C2Cn3nnc(C(=O)N4CCC(C(=O)NC(C)c5ccccc5)CC4)c3CO2)cc1 (stereo not drawn)
5.4%	Cc1cc2oc(C(=O)N3CCC(Cc4ccccc4)CC3)cc(=O)c2cc1C
-13.8%[176 µM]	Cc1ccc2nc(CO[C@H]3CN(Cc4cn(C)c5ccccc45)C[C@H]3F)[nH]c2c1
26.3%	CCC(CO)NS(=O)(=O)c1ccc(Cl)c(C)c1 (stereo not drawn)
0.0%	Cc1cc(C)cc(OC(C)CCN2CCC(C(O)(c3ccccc3)c3ccccc3)CC2)c1 (stereo not drawn)
-6.4%	COC(=O)C1=C(C(=O)OC)SC(=C(Cl)C(=S)Sc2ccccc2)S1
17.4%	COC(=O)c1ccc(NC(=O)CCc2c(C)[nH]n(-c3ccc(F)cc3)c2=O)cc1
11.1%	Cn1nc(N2CCC(NC(=O)c3ncccn3)CC2)ccc1=O

12-LOX inh	Structure
-1.0%	C=C(C)Cn1c(-n2nc(C)cc2C)nc2c1c(=O)n(CCOC)c(=O)n2C
?	COc1cccc(-c2cncnc2NC2CCNCC2)c1
23.2%	Cc1ccc(-c2nc(CS(=O)(=O)CC(=O)N3CCc4ccccc43)c(C)o2)cc1
22.8%	CN(C)CCNC(=O)c1n[nH]c2c1CN(C(=O)c1cc(F)ccc1Cl)CC2
?	Cc1oc2cc(OS(C)(=O)=O)ccc2c(=O)c1Oc1ccccc1Br
11.3%	CC(=O)c1ccc(NC(=O)CC2C(=O)NCCN2C(=O)CN2CCN(CCO)CC2)cc1 (stereo not drawn)
-17.3%	CN(c1ccccc1)S(=O)(=O)c1cccc(NC(=O)COC(=O)c2cc(=O)c3ccccc3o2)c1
14.7%	COc1ccc(-c2c(C)c3cc(OC(=O)C(C)C)ccc3oc2=O)cc1
23.4%	COc1cc(NC(=O)CC[C@H]2NC(=O)c3ccccc3NC2=O)ccc1-n1nc(C)cc1C
9.3%[6.33 µM]	Cn1nccc1CN1CCn2c(nn(-c3ccc(C(F)(F)F)cc3)c2=O)C1
27.8%	Cc1ccc(S(=O)(=O)N2C[C@@H](F)C[C@H]2C(=O)N2CCCCC2)c(C)c1
0.8%[176 µM]	CN1C[C@H](NC2CCOCC2)CCC[C@@H](C(=O)NCc2cc(F)cc(F)c2)CC1=O
-10.5%	Cc1ccc(CN2CC(C(=O)N(C)CC(=O)Nc3c(Cl)cccc3Cl)CC2=O)cc1 (stereo not drawn)
10.1%[176 µM]	COCCN1CCOc2nc(-c3cc4ccccc4o3)ncc2C1=O
-2.6%	Cn1c(=O)c2c(ncn2CC(=O)Nc2ccccc2C(=O)NC2CC2)n(C)c1=O

Retrieved one by one from the entries so far:
12-LOX inh	Structure
23.4%	COc1cc(NC(=O)CC[C@H]2NC(=O)c3ccccc3NC2=O)ccc1-n1nc(C)cc1C
27.8%	Cc1ccc(S(=O)(=O)N2C[C@@H](F)C[C@H]2C(=O)N2CCCCC2)c(C)c1

(next part)
12-LOX inh	Structure
-29.7%	O=C(CN1CCOCC1)N1CC(=O)N2[C@@H](CO)[C@H](c3ccc(Br)cc3)[C@@H]2C1
2.8%	O=C1c2c(-c3nc(-c4ccsc4)no3)nnn2CCN1Cc1cccc(Cl)c1
-11.5%	CC(C)NC(=O)N1C[C@@H]2CCCN3CCC[C@@H]([C@H]23)[C@H]1CCCC(=O)Nc1ccccc1
72.8%[activator]	CCc1cnc(C)nc1-c1cc(NCc2ccccn2)nc2[nH]ccc12
9.5%	O=C(Cn1nc(N2CCN(c3ccccc3)CC2)ccc1=O)Nc1ccccc1
-33.5%	Cn1nc(C(=O)Nc2ccc(-c3ccccc3)cc2)c2ccccc2c1=O
-43.0%	CCCc1noc(-c2nc(-c3ccc4c(c3)OCO4)no2)n1
3.0%	COc1cccc(S(=O)(=O)N2CCCC(Cc3noc(-c4cnccn4)n3)C2)c1 (stereo not drawn)
?	COc1cc(C2Nc3ccc(C)cc3[C@H]3OCCC[C@@H]23)cc(Br)c1O (stereo partly drawn)
3.1%	CN(C)C[C@H]1C[C@@H](CO)CN(C(=O)c2ccccc2-c2ccc(F)cc2)C1
17.7%	CCCS(=O)(=O)N1CCC(CC(=O)NCc2ccccc2)C1 (stereo not drawn)
30.4%	CN1C(=O)CCC2(CNC(=O)c3ccoc3)CCCC=C12 (stereo not drawn)
30.6%[activator]	COCc1ncc(C)n1CCNC(=O)c1cc(-c2cccc(Cl)c2)n[nH]1
43.8%[activator]	Cc1cc(C(=O)N2CCCN(Cc3ccncc3)C(c3ccccc3)CC(=O)NCC2)nn1C (stereo not drawn)
37.0%[activator]	O=C(NCC(F)(F)F)C1CCCN(Cc2cccc(F)c2)C1 (stereo not drawn)

Reprinted from the part before: two entries, followed by the next part.
12-LOX inh	Structure
43.8%[activator]	Cc1cc(C(=O)N2CCCN(Cc3ccncc3)C(c3ccccc3)CC(=O)NCC2)nn1C (stereo not drawn)
37.0%[activator]	O=C(NCC(F)(F)F)C1CCCN(Cc2cccc(F)c2)C1 (stereo not drawn)
44.0%[activator]	CNC(=O)Cc1ccc(NC(=O)C2CCCCC2)cc1
?	O=c1cc(N2CCNCC2)oc2c(-c3ccccc3)cccc12
-6.3%	CC(C)[C@@H](CO)N(Cc1cn(Cc2ccccc2)nn1)S(=O)(=O)c1ccccc1Br
-22.8%	CC(NC(=O)c1n[nH]c(=O)c2ccccc12)c1ccco1 (stereo not drawn)
-32.3%	COc1ccc(S(=O)(=O)Nc2nc3ccccc3nc2Nc2cccc(F)c2)cc1
?	CCN(CC)CC1CCN(c2ncc3ncnc(Nc4ccc(F)c(Cl)c4)c3n2)CC1
49.4%[activator]	CCOc1cc(C(=O)NC2CCN(c3cc(-c4ccccc4)[nH]n3)CC2)cc(OCC)c1OCC
-1.9%	O=C(CNc1ccc(C(F)(F)F)cc1)Nc1cccc(F)c1
7.0%	COC(=O)C1(C(=O)OC)CCC(=O)CC1c1ccccc1 (stereo not drawn)
?	Cc1cccc(N2Cc3c(NC4CCCC4)ncnc3N(C)CC2=O)c1
-11.3%	CCOC(=O)c1c(C)n(CC)c2ccc(OC)cc12
8.4%	Cc1nc(CC(=O)N2CCC(n3c(C4CCC4)nc4cccnc43)CC2)cs1
21.5%	O=C(Nc1nccs1)c1ccc(Oc2ccc(F)cc2Br)nc1
29.6%	O=C1CCC2(CCN1CC1CC1)CCN(C(=O)c1cccc(F)c1)CC2
10.4%	CCOCc1nc(C2CCCN(C(=O)Cc3ccccc3C)C2)no1 (stereo not drawn)

12-LOX inh	Structure
62.0%[activator]	Cc1ccc(CN2CCCN(Cc3ccncc3)C(c3ccccc3)CC(=O)NCC2)o1 (stereo not drawn)
10.9%	COc1cccc(C(=O)NCC2CCCN(C/C(C)=C/c3ccccc3)C2)c1OC (stereo not drawn)
?	COC(=O)CCC(=O)OC1(C)C(=O)C2=CN(C(CO)CO)C(c3ccc(OC)cc3)=CC2=C(Br)C1=O (stereo not drawn)
8.6%	Cc1ccc(-c2nc3ccccc3s2)cc1
6.7%	CCCCN(C)S(=O)(=O)c1c(C(=O)OCC)c(C)n(C)c1C
-2.3%	COc1cc(NS(=O)(=O)c2ccc(-c3cnc(C4CC4)o3)cc2)cc(OC)c1OC
36.7%[activator]	COc1ccc(OCC(=O)N2CCCC(CNC(=O)c3ccc(F)cc3)C2)cc1 (stereo not drawn)
-3.1%[176 µM]	O=C1c2cnc(-c3ccc(CO)cc3)nc2OCCN1Cc1ccc(F)cc1F
29.6%	COc1cccc(C2=C(C(C)=O)Sc3nnc(-c4ccc(Cl)cc4)n3N2C(C)=O)c1
-9.9%	COc1ccc(C)cc1NC(=O)COc1ccc(C(=O)Nn2c(C)ccc2C)cc1
-3.8%	O=C(c1ccccc1CSc1nc2ccccc2o1)N1CCCCC1
29.1%	COc1ccc(C(=O)N2CCCCCCNC(=O)CC2)c(OC)c1
24.9%	COc1ccc(NC(=O)Cn2c(C)cc3nc4n(c(=O)c32)CCCC4)cc1OC
-7.4%	O=C1Nc2ccccc2-n2nnnc2C1N1CCc2ccccc2C1 (stereo not drawn)
-0.8%	CNC(=O)Cn1nc(-c2ccccc2)c2ccccc2c1=O

A few values from the list:
O=C(c1ccccc1CSc1nc2ccccc2o1)N1CCCCC1 @ 12-LOX inh: -3.8%
COc1ccc(NC(=O)Cn2c(C)cc3nc4n(c(=O)c32)CCCC4)cc1OC @ 12-LOX inh: 24.9%

(further entries)
12-LOX inh	Structure
6.1%	COc1ccc(-n2c(=O)c(-c3cccs3)nc3cncnc32)cc1
38.8%	CC(CCc1ccccc1)NC(=O)c1nc(Cc2c[nH]c3ccccc23)no1 (stereo not drawn)
7.7%	CC(NC(=O)c1ccc(N2CC(=O)NC2=O)cc1)c1cn2ncsc2n1 (stereo not drawn)
17.4%[176 µM]	O=C(c1cnc2n[nH]c(-c3ccccc3)c2n1)N1CCOCC1
4.8%	CCCOc1cccc(-c2cc(C(=O)OC)c3ccccc3n2)c1
?	CCOC(=O)c1ccsc1NC(=O)Cn1nnc(-c2ccccc2)n1
?	CS(=O)(=O)Nc1cccc(-c2cncnc2Nc2ccccc2)c1
-5.7%	COCC(=O)N1CCCC(C(=O)NCc2ccc3nsnc3c2)C1 (stereo not drawn)
9.8%	CC(C)CCN1CC2(CCCN(C(=O)CCn3cnnc3)C2)CCC1=O (stereo not drawn)
?	O=C(C(=O)N1CCN(c2ccccc2)CC1)c1ccc2c(c1)OCO2
69.4%[activator]	COC[C@@H]1CN(C(=O)CCn2nc(C)cc2C)C[C@H]1c1ccncc1
?	COc1ccc(CNC(=O)CS(=O)(=O)Cc2nc(-c3ccccc3C)oc2C)cc1
-6.1%	Cc1nc(CCC(=O)NCc2cc3n(n2)CCCN(C(=O)N(C)C)C3)n[nH]1
5.2%	COc1cc2c(cc1OC)C(C)N(C(=O)c1ccccc1Br)CC2 (stereo not drawn)
1.2%[6.33 µM]	C[S+](=O)([O-])N1Cc2ccccc2CC2(CCCCN2CC2CCOCC2)C1 (stereo not drawn)

Seven of these compounds in a different format:
Molecule	12-LOX inh
Cc1nc(CCC(=O)NCc2cc3n(n2)CCCN(C(=O)N(C)C)C3)n[nH]1	-6.1%
O=C(c1cnc2n[nH]c(-c3ccccc3)c2n1)N1CCOCC1	17.4%[176 µM]
COc1cc2c(cc1OC)C(C)N(C(=O)c1ccccc1Br)CC2 (stereo not drawn)	5.2%
CCOC(=O)c1ccsc1NC(=O)Cn1nnc(-c2ccccc2)n1	?
CCCOc1cccc(-c2cc(C(=O)OC)c3ccccc3n2)c1	4.8%
CS(=O)(=O)Nc1cccc(-c2cncnc2Nc2ccccc2)c1	?
CC(CCc1ccccc1)NC(=O)c1nc(Cc2c[nH]c3ccccc23)no1 (stereo not drawn)	38.8%

Next compounds:
12-LOX inh	Structure
77.0%[activator]	CCC1CCC(=NNC(=O)Cc2cccc3ccccc23)CC1 (stereo not drawn)
25.7%[176 µM]	COCCn1cnc2ccc(OCc3ccc(C(F)(F)F)cc3)nc2c1=O
27.5%	COc1cc(CN2CCN(c3cc(C)nc(N)n3)CC2CCO)cc(OC)c1 (stereo not drawn)
61.6%[activator]	CCN(Cc1nccn1C)C(=O)c1ccc(N2CCN3CCCC3C2)nc1 (stereo not drawn)
-3.8%	Cn1c(=O)oc2ccc(S(=O)(=O)Nc3ccc(Cl)cc3[N+](=O)[O-])cc21
?	CCS(=O)(=O)N1CCCc2cc(C(=O)Nc3cc(Cl)ccc3C)ccc21
9.0%	C=CCC1(C(=O)O)CCCN(C(=O)c2cnn3c2CCCC3)C1 (stereo not drawn)
?	Cn1cc(CN2CCCC23CCN(c2ncccn2)CC3)c(-c2ccccc2)n1
2.3%	Cc1c(C(=O)N2CCCC(C(F)(F)F)C2)sc2cccc(F)c12 (stereo not drawn)
?	COCC(=O)N1CCCCCNC(=O)[C@@H]2CCCC[C@@H]21
-0.4%	Cc1ccc2nc(Cl)c3cc(C(=O)NC(C)CCc4ccccc4)sc3c2c1 (stereo not drawn)
-1.4%	O=C(C1CC1)N(Cc1ccc2c(c1)CN(S(=O)(=O)c1cc(F)ccc1F)CCO2)c1ccccc1
?	CCCCC(CC)C(=O)Nc1c(CC)cccc1CC (stereo not drawn)
48.0%[activator]	O=C(c1ccc(C(F)(F)F)cc1)N1CCn2c(nn(-c3ccncc3)c2=O)C1
-17.2%	COc1cccc(-n2c(N)c(C#N)c3ccc([N+](=O)[O-])cc3c2=O)c1

12-LOX inh	Structure
3.4%	COc1ccc(Oc2ncc3nc(-c4cc(F)cc(F)c4)c(=O)n(C)c3n2)cc1
-48.4%	CCOCc1ccc(CNC(=O)/C=C/c2ccc(C)o2)cc1
?	CCCSc1nnc(-c2ccccc2NC(C)=O)c(=O)[nH]1
0.4%	CN1C(=O)CCC2(CNC(=O)Nc3ccc4c(c3)OCCO4)CCCC=C12 (stereo not drawn)
?	COC(=O)C[C@@H]1C=C[C@@H](NC(=O)Nc2cccc(F)c2)[C@@H](CO)O1
29.8%[176 µM]	COc1ccnc(-c2nnc3ccc(NC4CCOCC4)nn23)c1
